Source: PubChem BioAssay
sdo1 growth: growth rescue of sdo1-depleted yeast, primary screen, S. cerevisiae, bone marrow failure model | S. cerevisiae sdo1-depleted JHY4D growth rescue, OD600 30 h; stronger effect = higher value; pdr5 snq2 efflux-pump mutant strain | z-score at 10 µM | 140,000 compounds, 0.21% hits | AID 817, 2007;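 active = z-score above 3 at both the 24 hr and the 30 hr optical density reads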;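 note: z-score against mean and SD of all compound wells on the same plate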
INS promoter inh: inhibitors of insulin promoter-driven GFP, primary screen, imaging, TRM-6 cells (human fetal islet line), eGFP reporter, cell count | reporter expression induced with tamoxifen | inhibition, % at 2 µM | 130,000 compounds, 0.9% hits | AID 1273, 2008;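 active = inhibition above the mean plus 3 SD, with well images judged a real hit on visual review, cut at about 60% in these data, passing the limit was not always enough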
sdo1 growth Rescue 24 h: further read-out of sdo1 growth, marked with its call; z-score; S. cerevisiae sdo1-depleted JHY4D growth rescue, OD600; measured here: growth rescue at 24 h;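 0 is the plate mean of compound wells and units are plate SD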
* = called active by the depositor; nt = no result given; & = joins results of further samples.

sdo1 growth	sdo1 growth Rescue 24 h	Compound	INS promoter inh
-0.49	-0.15	CSCCC(NC(=O)c1ccccc1)C(=O)OCC(=O)Nc1ccc(C)c(Cl)c1 (stereo not given)	-14
-1	-0.95	O=C(COC(=O)c1cccc(S(=O)(=O)N2CCc3ccccc3C2)c1)NCc1ccco1	nt
nt	nt	O=C(N/N=C/c1ccco1)c1ccc(NC(=O)c2ccccc2Cl)cc1	29
0.05	-0.18	CCN1CCN(CCCNC(=O)C2c3ccccc3C(=O)N(C)C2c2ccc(OC)cc2)CC1 (stereo not given)	-16
-1.7	-0.23	CC(C)(C)n1ncc2c(=O)n(Cc3ccc(Cl)cc3Cl)cnc21	13
-0.77	0.35	Cn1c(N)c(C(=O)COC(=O)C2CCC(C(C)(C)C)CC2)c(=O)n(C)c1=O (stereo not given)	-13
nt	nt	O=C1c2ccccc2C(=O)N1CCC(=O)N1CCc2ccccc21	0
nt	nt	CCN(CC)C(=O)C(=O)N/N=C/c1ccc(Cl)cc1Cl	7
0.45	-0.56	Cn1c(CO)nc2cc(N)ccc21	nt
1.3	1.7	COc1ccc(C(=S)N2CCCC2)cc1OC	-7
-0.11	-0.91	O=C(O)Cc1sc(-c2ccc(Cl)cc2)nc1-c1ccccc1	16
nt	nt	Cc1ccc2c(c1)sc(C)[n+]2CCCS(=O)(=O)[O-]	-33
-0.05	-0.4	Cc1ccc(NC(=O)CSc2ccc(C(N)=O)cc2[N+](=O)[O-])cc1	nt
-0.65	-0.68	CSc1ccccc1NC(=O)c1cc(C2CC2)on1	nt
0.24	0.12	O=C(Nc1ccc2c(c1)OC1(CCCC1)O2)C1CC1	nt
-1.8	-1.2	N/C(Cc1cccc2ccccc12)=N\OC(=O)Cc1cccs1	0
-1.1	-1.5	Nc1c(C(=O)NCCc2ccccc2)nnn1Cc1ccccc1	nt
nt	nt	CC(=O)C(Sc1nccc(-c2cccs2)n1)C(C)=O	-9
0.43	1.2	COc1ccc2cc3cc(C(=O)NC(C)C)oc3nc2c1	6
-1.3	-0.11	Cc1ccc(CN2CCN(/N=C/c3cc(Br)ccc3O)CC2)cc1	nt
0.42	-0.24	O=C(Nc1ccc(-c2cn3ccsc3n2)cc1)c1ccc(F)c(S(=O)(=O)N2CCOCC2)c1	nt
-0.18	-0.56	CNC(=S)N1CCN(c2ccc([N+](=O)[O-])cc2)CC1	17
-0.49	-0.31	COc1ccc(/C=C2\SC(=O)NC2=S)cc1OC	-9
0.11&-0.25	-1.1&-1.1	Cc1cc(Nc2nnnn2-c2ccccc2)n(-c2ccccc2)n1	13
0.51	-0.16	COc1cc(=O)[nH]c(=O)n1C(=O)Cc1ccccc1	-42

New compounds follow:
sdo1 growth	sdo1 growth Rescue 24 h	Compound	INS promoter inh
nt	nt	COc1ccc(/C=C/C(=O)NC(=S)N2CCSCC2)cc1	-57
1	2.3	N#C/C(=C(/O)COC(=O)CSc1ccc2ccccc2c1)c1nc2ccccc2[nH]1	nt
0.18	0.6	O=C(Nc1cccnc1)C1CCN(S(=O)(=O)c2cccc3nonc23)CC1	-4
-0.05	0.14	Cc1ccc(CSCC(=O)Nc2c(C)n(C)n(-c3ccccc3)c2=O)cc1	13
0.61	-0.18	O=C(CN1C(=O)C2C3C=CC(C3)C2C1=O)OCC(=O)c1ccccc1 (stereo not given)	15
-0.38	-0.72	CCOc1ccc(NC2=NCC(=O)N2CCc2ccccc2)cc1	24
-0.09	0.84	Cc1c(C(=O)OCC(=O)N(CCC#N)c2ccccc2)oc2c1ccc1ccccc12	-73
0	0.86	CCN(CC)c1ccc(/C=N/N=C(c2ccccc2)c2ccccc2)c(O)c1	-43
-0.42	-0.44	Cc1ccc(CNC(=O)C(C)OC(=O)c2ccco2)cc1 (stereo not given)	14
0.97	1.1	Cc1ccc(S(=O)(=O)c2c(N)n(NC(=O)C3CC3)c3nc4ccccc4nc23)cc1	nt
1.1	1.6	COc1ccc(C2=NO[C@@H]3[C@@H]4C[C@@H]([C@H]5C(=O)N(C)C(=O)[C@@H]45)[C@H]23)cc1	6
0.48	0.63	COc1ccc(-c2noc(CCCC(=O)NCc3ccco3)n2)cc1OC	nt
nt	nt	COc1ccc(C(=O)c2ccc(N3CCOCC3)c([N+](=O)[O-])c2)cc1	13
0.64	0.29	O=C1CCCN1CCCNc1ncnc2c1cnn2-c1ccc(Cl)cc1	nt
-0.28	-0.56	O=C(Nc1ccc(N2CCOCC2)cc1N1CCOCC1)c1ccc([N+](=O)[O-])cc1	50
0.87&2.2	-0.02&0.97	O=C(O)CC(=O)NC12CC3CC(CC(C3)C1)C2	-3&14
-0.89	-0.65	COC(=O)CC1C(=O)NCCN1C(=S)Nc1ccccc1 (stereo not given)	20
nt	nt	CCOc1ccc(-c2nnn(CC(=O)NCc3ccc(C)cc3)n2)cc1	-47
-1.3	-1	CCn1c2ccccc2c2cc(NC(=O)c3cccc([N+](=O)[O-])c3C)ccc21	47
0.55	0	COCCNc1cc(N)c([N+](=O)[O-])cc1[N+](=O)[O-]	-12
nt	nt	Cc1ccc(NC(=O)CC(=O)c2ccc([N+](=O)[O-])cc2)cc1S(=O)(=O)Nc1cccc(Cl)c1	56
-0.74	0.86	CNc1nc(NCCOC23CC4CC(CC(C4)C2)C3)nc(OCC(F)(F)F)n1	38
-0.26	0.62	CCOC(=O)c1cccc(NC(=O)/C=C/c2cccc([N+](=O)[O-])c2)c1	nt
0.29	-0.74	Cc1ccc(/C=C/C(=O)Nc2cccnc2)o1	nt
-0.13	-0.42	COc1nc(N/N=C/c2ccc(C)cc2)nc(N2CCCCC2)n1	37

Looked up by compound from above:
sdo1 growth	sdo1 growth Rescue 24 h	Compound	INS promoter inh
-0.28	-0.56	O=C(Nc1ccc(N2CCOCC2)cc1N1CCOCC1)c1ccc([N+](=O)[O-])cc1	50
-0.74	0.86	CNc1nc(NCCOC23CC4CC(CC(C4)C2)C3)nc(OCC(F)(F)F)n1	38
0.87&2.2	-0.02&0.97	O=C(O)CC(=O)NC12CC3CC(CC(C3)C1)C2	-3&14

The results go on:
sdo1 growth	sdo1 growth Rescue 24 h	Compound	INS promoter inh
0.32	0.84	CCOc1ccc(S(=O)(=O)NCCOC)cc1C	-21
nt	nt	CCCCn1c(O)c(/C=C/C=C/C=Nc2ccccc2)sc1=S	-225
0.03	-0.02	CCCCCn1c(=O)[nH]c2cc(C(=O)NCCN(CC)CC)ccc2c1=O	nt
nt	nt	CC(=O)Nc1ccc(S(=O)(=O)NC2(C(F)(F)F)NC(=O)N(c3ccccc3F)C2=O)cc1 (stereo not given)	43
0.07	-0.74	COc1ccc(C(=O)C(CCC(CNC(C)(C)C)C(=O)c2ccc(OC)cc2)CNC(C)(C)C)cc1 (stereo not given)	nt
nt	nt	Cc1noc(NS(=O)(=O)c2ccc(NC(=O)c3ccc(OC(C)C)cc3)cc2)c1C	48
-0.37	1.7	O=C(CCCCCn1c(SCC(=O)c2ccccc2)nc2ccccc2c1=O)NCc1ccco1	17
0.43	0.05	COC(=O)CN(c1cccc(OC)c1)S(C)(=O)=O	nt
nt	nt	CN(C)S(=O)(=O)Oc1cccc(C(=O)Nc2ccc([N+](=O)[O-])cc2)c1	-7
-1.9	-1.6	COC(=O)c1cc(NC(=O)Cc2coc3cc(OC)ccc23)cc(C(=O)OC)c1	nt
nt	nt	Cn1c(N)c(C(=O)COC(=O)CCC(=O)c2ccc(F)cc2)c(=O)n(C)c1=O	8
2.2	1.4	COC(=O)Nc1ccc(=O)n(Cc2c(Cl)cccc2Cl)c1	46
-1.2	-0.8	O=C(NNc1c2ccccc2nc2ccccc12)c1cc2ccccc2cc1O	nt
2.1	2.5	COc1ccccc1N(CC(O)CN1C(=O)NC(C)(C)C1=O)S(=O)(=O)c1ccc(C)cc1 (stereo not given)	26
0.49	-0.09	CCC(C)NC(=O)C1CCCN(c2nc(C)cc(OC)n2)C1 (stereo not given)	0
nt	nt	Cn1c(=O)c(C(=O)NCC2CCCO2)c(O)c2ccccc21 (stereo not given)	-8
0.07	-0.24	Cc1c(NC(=O)CC(C)C)c(=O)n(-c2ccccc2)n1C	14
-0.73	-0.32	CCc1c(C)nc2ncnn2c1NCCc1ccc(OC)cc1	25
1.4	0.27	COCCNC(=O)CNS(=O)(=O)c1ccc2nc(C)sc2c1	-79
2.1	1.6	Cc1cc(=O)n2[nH]c(COc3ccccc3)nc2n1	57
0.37	0.2	CCn1nc(C(=O)OCC(=O)NCCN2C(=O)CSC2=O)c2ccccc2c1=O	nt
-1.1	-1.3	COc1cccc(-c2cn3nc4c(nc3n2)CCCC4)c1	nt
-1.6	-0.9	O=C(COc1cccc(Cl)c1)Nc1nc(-c2ccc(S(=O)(=O)N3CCOCC3)cc2)cs1	53
-0.65	-0.68	O=C(Oc1ccc2ccccc2c1Cl)N1CCCC1	nt
-0.9	-0.33	COc1ccc(Cn2c(C3CC3)nc3ccc(NC(=O)c4ccco4)cc3c2=O)cc1	nt

A run of entries from the list above, as a working copy:
sdo1 growth	sdo1 growth Rescue 24 h	Compound	INS promoter inh
0.32	0.84	CCOc1ccc(S(=O)(=O)NCCOC)cc1C	-21
nt	nt	CCCCn1c(O)c(/C=C/C=C/C=Nc2ccccc2)sc1=S	-225
0.03	-0.02	CCCCCn1c(=O)[nH]c2cc(C(=O)NCCN(CC)CC)ccc2c1=O	nt

(cont.)
sdo1 growth	sdo1 growth Rescue 24 h	Compound	INS promoter inh
-0.03	-0.49	O=c1oc2ccccc2c(O)c1C=NCc1ccccn1	46
-0.55	-0.04	COc1cccc(C2C(C(=O)c3sc(C)nc3C)=C(O)C(=O)N2CCN2CCOCC2)c1OC (stereo not given)	33
-0.69	0.23	Cc1ccc(CSc2nnc(-c3ccccn3)n2C)cc1	-50
0.07	0.22	CCNC(=O)CN(Cc1ccccc1)S(=O)(=O)c1ccccc1	nt
-0.09	-0.04	NC(=O)c1ccc(-n2nnnc2Oc2ccccc2C(=O)N2CCOCC2)cc1	43
1.7	1.5	CC1CC(C)CN(C(=O)c2ccc(CSc3nc4ccncc4[nH]3)cc2)C1 (stereo not given)	-46
nt	nt	COc1cc(CN2CCN(C(=O)c3ccc(-c4ccccc4)cc3)CC2)cc(OC)c1OC	-62
-1.2	-0.72	Cc1cccc(-c2nc(Nc3ccc(N4CCOCC4)cc3)c3ccccc3n2)c1	-53
-0.04	-0.18	COc1ccc(-n2nnnc2SCc2nc(N)nc(N3CCOCC3)n2)cc1	26
0.45	0.44	CCCCn1cnc2c(sc3nc4c(cc32)CSC(C)(C)C4)c1=O	nt
nt	nt	O=[N+]([O-])c1cccc(S(=O)(=O)N/N=C/c2ccc(O)cc2)c1	-43
13*	17*	O=C(CCC(=O)Nc1ccccc1Cl)N/N=C1\CCCc2ccccc21	-11
0.41	0.88	c1ccc(CCn2c3ccccc3c3nnc(SCc4ccc5nonc5c4)nc32)cc1	17
0.39	-0.14	CC(=O)c1cccc(NC(=O)COc2ccc(S(=O)(=O)N3CCCCC3)cc2)c1	-8
-1.3	-1.1	Clc1cccc(-c2nc3nc4ccccc4nc3n2Cc2ccco2)c1	nt
1.2	1.4	CCN1CCN(C(c2cccs2)C(C)NC(=O)c2ccccc2F)CC1 (stereo not given)	nt
-0.53	0.24	COc1cc(OC)c(OC)cc1CN(C)C(c1ccccc1)c1nnnn1-c1ccccc1C (stereo not given)	-59
0.28	-0.16	CCNc1nc(=S)nc(NC(C)C)[nH]1	nt
nt	nt	O=S(=O)(N/N=C\C=C\c1ccccc1)c1ccccc1	-50
nt	nt	O=C(CCc1nnc(CCCCc2ccccc2)o1)NCCn1cccn1	-22
1.4	-0.43	CCOc1ccc(OCCn2ccnc2)cc1	-49
-0.09	-0.39	CCCCCOC(=O)C1C2C=CC3(CN(c4ccccc4C)C(=O)C13)O2 (stereo not given)	nt
nt	nt	COc1ccccc1N1CCN(/N=C/c2cccc(OC)c2O)CC1	-89
-0.44	0.47	Cn1cc(/C=N/n2cnc3sc4c(c3c2=O)CCCC4)c2ccccc21	nt
-0.57	-0.65	Cc1ccc(-n2nc(C)c3c2OC(N)=C(C#N)C3c2cccs2)cc1 (stereo not given)	18

Whole records, looked up by structure.
`NC(=O)c1ccc(-n2nnnc2Oc2ccccc2C(=O)N2CCOCC2)cc1` is listed as sdo1 growth = -0.09; sdo1 growth Rescue 24 h = -0.04; INS promoter inh = 43
`O=C(CCC(=O)Nc1ccccc1Cl)N/N=C1\CCCc2ccccc21` is listed as sdo1 growth = 13*; sdo1 growth Rescue 24 h = 17*; INS promoter inh = -11
`O=S(=O)(N/N=C\C=C\c1ccccc1)c1ccccc1` is listed as sdo1 growth = nt; sdo1 growth Rescue 24 h = nt; INS promoter inh = -50

(next part)
sdo1 growth	sdo1 growth Rescue 24 h	Compound	INS promoter inh
nt	nt	CCCNC(=O)CC(NS(=O)(=O)c1ccc(NC(C)=O)cc1)C(C)C (stereo not given)	2
nt	nt	O=C(NC1CCCC1)C(=O)N(Cc1cccnc1)C(C(=O)NC1CCCC1)c1ccco1 (stereo not given)	-21
-0.52	-0.82	CN1CCC(OC(=O)c2cccc(Br)c2)CC1	10
nt	nt	O=C(Nc1ccccc1O)c1cccc(S(=O)(=O)N2CCOCC2)c1	-462
nt	nt	COc1cccc(N/C(SCc2cccc([N+](=O)[O-])c2)=C(/C#N)C(N)=O)c1	21
-0.19	-1	CN(C)c1ccc(P(=O)(OCc2ccccc2)C(O)c2ccncc2)cc1 (stereo not given)	nt
-0.57	0.95	CC(NC(=O)/C(C#N)=C/c1cn(-c2ccccc2)nc1-c1ccc(F)cc1)c1ccccc1 (stereo not given)	-53
nt	nt	CCCC(=O)Nc1c2c(nc3ccccc13)N(c1ccccc1)CC2	0
